# TRPV1 agonist = human TRPV1 agonism. Q8NER1. TRPV1-expressing cells, Fluo-8 calcium influx, agonist mode. activation, % at 8.33 µM. 320,000 compounds, 0.19% hits; in the data active = activation above about 80%; inconclusive = between about 30% and that limit; also: 0% is about no effect
#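 Cells expressing TRPV1 were dye-loaded with Fluo-8 and read kinetically: 10 s baseline, 3 min after compound (agonist portion), then 2 min after EC20 capsaicin (allosteric enhancer portion). Calcium-bound dye fluorescence at 480/520 nm.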
# p53 reactivation = mutant p53 re-activation in reporter cells; H1299 p53-A138V BP100-luciferase reporter, luminescence, 24 h; Potency, µM (titrated, usually from 92.2 µM), for inactives: top-dose activity change, positive = activation, usual class: activators; 320,000 compounds, 0.063% hits; AID 504706; also: potency is read from the fitted curve at half-maximal effect; % of control where 0% means no effect; nearly all actives have a fitted effect of over 45% in size
#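 p53-null H1299 cells stably carrying temperature-sensitive p53-A138V and a BP100-luciferase reporter were pinned with compounds (4-point, 1:5 series) and held 24 hrs at 37 deg C. Luminescence was read 10 min after detection reagent.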
# ASM inhibitor = blocks human secretory acid sphingomyelinase | P17405 | placental ASM, HMU-PC fluorogenic substrate, 60 min | Potency, µM (doses to about 57.5 µM), for inactives: at the highest dose activity change, negative = inhibition, usual class: inhibitors | 340,000 compounds, 0.006% hits; also: potency is read from the fitted curve at half-maximal effect
# Target sequence (P17405 47-631 limits assumed): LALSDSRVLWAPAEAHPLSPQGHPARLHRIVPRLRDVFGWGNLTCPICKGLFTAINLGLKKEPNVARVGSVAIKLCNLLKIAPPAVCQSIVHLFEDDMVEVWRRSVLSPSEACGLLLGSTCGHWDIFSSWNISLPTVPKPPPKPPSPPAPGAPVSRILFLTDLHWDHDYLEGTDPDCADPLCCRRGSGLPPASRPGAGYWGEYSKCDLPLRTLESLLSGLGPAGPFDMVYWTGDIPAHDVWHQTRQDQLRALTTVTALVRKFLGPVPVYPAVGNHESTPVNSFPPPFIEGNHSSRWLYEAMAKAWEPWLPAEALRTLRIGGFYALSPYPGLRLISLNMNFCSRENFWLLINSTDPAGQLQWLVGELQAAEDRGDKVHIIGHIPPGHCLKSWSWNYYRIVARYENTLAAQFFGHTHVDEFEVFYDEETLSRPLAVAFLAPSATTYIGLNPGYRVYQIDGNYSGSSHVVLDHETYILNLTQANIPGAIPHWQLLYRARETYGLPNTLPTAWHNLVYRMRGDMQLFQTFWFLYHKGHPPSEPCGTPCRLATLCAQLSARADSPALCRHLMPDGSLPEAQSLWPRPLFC
#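 Fluorogenic HMU-PC substrate (9 uM final) is turned over by placental ASM in 60 min at 37 C after a 10 min compound preincubation. Reaction ended by alkaline stop (pH 10), with fluorescence read at 386/447 nm.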
# PTAP TSG101 blk = blocks PTAP/TSG101 interaction to inhibit HIV-1 budding; Q99816; Fluorescence polarization, FITC-PTAP peptide / Tsg101 binding; Potency, µM (highest dose often 115 µM), without a hit: at the highest dose activity change, negative = inhibition, actives largely listed as inhibitors; 340,000 tested, under 10 active; active = well fitted inhibition curve with a large enough effect in the main read-out, with a control signal flat, not every such curve was filed as active; inconclusive = small, poorly fitted or top-dose-only effect, or effect the other way, or a change in a side signal; inactive = no such curve, though single readings can be large or run the other way; also: potency is read from the fitted curve at half-maximal effect; % of control where 0% means no effect
#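 Steps: Tsg101 binding domain dispensed (10 uM final), compounds pinned in DMSO, FITC-labeled PTAP-motif peptide added (50 nM final); after 20 min binding at room temperature, polarization measured.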
# Integrin act MD = integrin-mediated muscular dystrophy alleviation activation | 350,000 compounds, 0.064% hits | Potency, µM (highest dose often 38.3 µM), inactives show top-dose activation, hits mostly activators | alpha7betagal myoblasts, beta-gal FDG fluorescence, 48 h | AID 624291;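 also: potency is read from the fitted curve at half-maximal effect; 100% = response of the positive control SU9516; nearly all actives have a fitted effect of over 60% in size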
#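 Alpha7betagal+/- myoblasts (passage 13) were plated 16-24 hr, then exposed to compounds (1:260 dilution of DMSO stock) for 48 hours at 37C. After MPER lysis, β-galactosidase reporter activity was read as FDG fluorescence (ex 480/em 540) after 30 minutes.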
# BRCA1 expr up = increases BRCA1 expression; Potency, µM (titrated, usually from 46.1 µM), for inactives: top-dose activation, actives largely listed as activators; MCF7-BRCA1-FFLuc reporter, luminescence, 48 h; response scale: scaled: vehicle 0%, 10 µM genistein 100%; 380,000 compounds, 1.1% hits; also: potency is read from the fitted curve at half-maximal effect; nearly all actives have a fitted effect of over 80% in size; some results filed as inactive show a strong effect at the top dose
#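 Reporter cells (MCF7, BRCA1 promoter-firefly luciferase) received library compounds across a concentration series for 48 h. End-point luminescence was measured and concentration-effect curves derived after normalization.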
# uPA generation = blocks generation of uPA at the cell surface. cell surface uPA generation assay, qHTS. Potency, µM (highest dose often 38.3 µM), for the others: top-dose activity change, negative = inhibition, hits mostly inhibitors. 330,000 compounds, 0.31% hits; active = well fitted inhibition curve with a large enough effect; inconclusive = small, poorly fitted or top-dose-only effect; inactive = no such curve, though single readings can be large or run the other way; tested in mouse RAW 264.7 cells; also: potency is read from the fitted curve at half-maximal effect; % is scaled to controls: 0 for no effect and ±100 for the full control effect; nearly all actives have a fitted effect of over 55% in size
# USP2a block = blocks human ubiquitin-specific protease USP2a. USP2 core, Ub-CHOP2 coupled fluorogenic reporter, 485/531. Potency, µM (series often up to 38.3 µM), without a hit: at the highest dose activity change, negative = inhibition, most hits filed as inhibitors. 330,000 compounds, 0.01% hits;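 also: potency is read from the fitted curve at half-maximal effect; plate controls were DMSO wells for no effect and full inhibition by NEM control for full effect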
#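 Cell-free coupled assay: 10nM USP2 core preincubated 30min RT with compound in Tris-HCl pH 8.0/CaCl2/CHAPS buffer, then 25nM Ub-CHOP2 and 25nM reporter substrate; fluorescence (Ex 485/Em 531) read after 60min RT, normalized to NEM inhibition, concentration-response curves fitted.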
# ELG1 genotoxic = genotoxicity induction in ELG1-luciferase HEK293T cells; HEK293T ELG1-luciferase reporter, luminescence, 16 h; 330,000 compounds, 1.3% hits; AID 504466; Potency, µM (series often up to 46 µM), inactives show at the top dose activity change, positive = activation, most hits filed as activators; also: potency is read from the fitted curve at half-maximal effect; % of control where 0% means no effect; nearly all actives have a fitted effect of over 60% in size
#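 Genotoxicity was scored as increased ELG1-luciferase reporter signal, measured by ONE-Glo luminescence (30 min, room temperature). Compound or vehicle exposure of the HEK293T reporter cells lasted 16 hr at 37°C.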
# B2AR arrestin = recruits beta-arrestin to the human beta2-adrenergic receptor. P07550. beta-arrestin recruitment to beta2AR, cell-based reporter. Potency, µM (top dose mostly 46.1 µM), without a hit: at the top dose activation, usual class: activators. 330,000 compounds, 0.02% hits. AID 492947;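 also: potency is read from the fitted curve at half-maximal effect; 0% = DMSO controls and full agonism = EC100 isoproterenol or metaproterenol; nearly all actives have a fitted effect of over 65% in size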
# Eya2 phos inh = Eya2 (human) phosphatase inhibition | O00167 | recombinant Eya2, OMFP fluorescence dephosphorylation (OMFP is methylfluorescein phosphate) | Potency, µM (highest dose often 76.9 µM), for inactives: top-dose activity, negative = inhibition, hits mostly inhibitors | 330,000 compounds, 0.006% hits | AID 488837; also: potency is read from the fitted curve at half-maximal effect; % is scaled to controls: 0 for no effect and ±100 for the full control effect
# Target sequence (O00167 whole entry, looked up): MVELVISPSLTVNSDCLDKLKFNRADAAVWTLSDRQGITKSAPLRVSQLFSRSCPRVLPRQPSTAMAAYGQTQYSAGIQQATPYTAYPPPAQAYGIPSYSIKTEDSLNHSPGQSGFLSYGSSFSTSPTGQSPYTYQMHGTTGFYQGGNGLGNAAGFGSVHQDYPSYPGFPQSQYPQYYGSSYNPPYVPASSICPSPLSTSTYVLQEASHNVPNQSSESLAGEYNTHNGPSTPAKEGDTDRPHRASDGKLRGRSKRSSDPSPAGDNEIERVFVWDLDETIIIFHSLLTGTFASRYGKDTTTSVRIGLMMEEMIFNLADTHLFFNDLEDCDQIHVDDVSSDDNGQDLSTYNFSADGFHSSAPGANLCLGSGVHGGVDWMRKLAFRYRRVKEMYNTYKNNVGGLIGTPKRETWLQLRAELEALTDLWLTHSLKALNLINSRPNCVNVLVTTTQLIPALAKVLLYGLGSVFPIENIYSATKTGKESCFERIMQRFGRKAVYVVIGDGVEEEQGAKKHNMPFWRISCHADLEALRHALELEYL
#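 Eya2 (0.2 uM) preincubated 10 min at ambient with compound, then OMFP substrate added at 50 uM; 10 min reaction in 50 mM HEPES pH 7.5, 50 mM NaCl, 5 uM MgCl2, 0.05% BSA, 1 mM DTT. Fluorescence read at Ex 485/Em 525 nm.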
# Active calls of the source: *; ? = inconclusive; / = no result given; [ ] = remark or other dose. Unless noted, calls follow the shape of the dose curve; as a rule, active = well fitted curve in the direction sought with a large enough effect; inconclusive = small, poorly fitted or top-dose-only effect, or another doubt; inactive = no such curve, though single readings can be large; an effect the other way counts as inactive or inconclusive. This is a random part of the collection; about 2.6% have a hit in one of these screens.
item	mol	TRPV1 agonist	p53 reactivation	ASM inhibitor	PTAP TSG101 blk	Integrin act MD	BRCA1 expr up
1	COCCCNC(=O)c1ccc2nc(Cc3ccc(OC)cc3)oc2c1	4	/	1%	0%	12%	?
2	CCC(=O)Nc1nc2n(n1)C(c1ccc(OC)cc1)C=C(c1ccccc1)N2 (stereo not given)	-3	17%	/	/	/	/
3	N/C(=N\OC(=O)c1cc(Br)ccc1Cl)c1cccnc1	-2	6%	-2%	0%	-9%	1%
4	O=C1Nc2c(c(=O)[nH]c(=O)n2-c2ccccc2F)C(C(F)(F)F)(C(F)(F)F)N1	-1	-2%	0%	-24%	5%	0%
5	COC(=O)c1ccc(NC(=O)COC(=O)C2=NN(c3ccccc3)C(=O)CC2)cc1	0	2%	1%	-3%	-9%	10%
6	CC(C)(C)OC(=O)N1CCN(c2ccc(NC(=O)Cn3nnc(-c4ccccc4)n3)cc2)CC1	-5	-16%	-3%	0%	-7%	-32%
7	COc1ccc(-c2nnc(Nc3nc4c(OC)cccc4s3)o2)c(OC)c1	2	?	/	-8%	-22%	-71%
8	CN(C)CCCn1c2c(c(SCC(=O)Nc3ccc4c(c3)OCO4)nc1=O)CCCC2	1	-7%	0%	-1%	-18%	-19%
9	CCOc1ncccc1C(=O)Nc1cccc(-c2nnc3n2CCCCC3)c1	0	7%	-4%	-9%	0%	-11%
10	CC1CCN(c2cc(N(C)CCO)c([N+](=O)[O-])c3nonc23)CC1	1	3%	-9%	3%	-5%	-22%
11	CN1C(=O)/C(=C\c2ccncc2)SC1=Nc1ccccc1	?	-9%	-3%	0%	5%	-25%
12	O=C(O)C1CCN(C(=O)c2ccccc2Cl)CC1	0	1%	1%	-5%	24%	0%

item	uPA generation	USP2a block	ELG1 genotoxic	B2AR arrestin	Eya2 phos inh
1	-3%	6%	21µM*	0.6%	5%
2	/	21%	15%	0.1%	-19%
3	3%	0%	12%	-0.3%	13%
4	-1%	0%	-2%	-0.5%	-8%
5	12%	3%	0%	0.2%	14%
6	1%	2%	0%	0.2%	-7%
7	?	3%	2%	6.2%	-25%
8	1%	0%	2%	-0.4%	-15%
9	-7%	-1%	-5%	0.3%	0%
10	-2%	5%	-6%	0.1%	-6%
11	-21%	3%	2%	-0.5%	-15%
12	/	7%	-2%	-0.2%	1%

# Continuation.
item	mol	TRPV1 agonist	p53 reactivation	ASM inhibitor	PTAP TSG101 blk	Integrin act MD	BRCA1 expr up
13	Cc1ccc(N=Cc2cc(Cc3ccccc3Cl)cc([N+](=O)[O-])c2O)c(O)c1	-5	?	-21%	14%	-13%	-19%
14	COCCCNC(=O)CC(NS(=O)(=O)c1ccc(OC)cc1)c1ccc(OC)cc1 (stereo not given)	-1	9%	1%	0%	-9%	6%
15	O=C(NNC(=S)NC(=O)c1ccccc1[N+](=O)[O-])c1ccccc1[N+](=O)[O-]	-1	-1%	5%	-8%	18%	21%
16	CCc1cccc(C)c1NC(=O)COC(=O)CNS(=O)(=O)/C=C/c1ccccc1	9	6%	/	-7%	-5%	-3%
17	CCc1ccc(NC(=O)CN2C(=O)CC(C)S(=O)(=O)c3ccccc32)cc1 (stereo not given)	4	4%	5%	-4%	15%	0%
18	Cc1ccc(S(=O)(=O)NC(=O)Nc2nccs2)cc1	-9	4%	3%	-8%	-9%	10%
19	Cc1ccc2c(c1)N(CC(=O)N1CCCCC1)C(=O)C(C)O2 (stereo not given)	0	1%	-2%	0%	5%	5%
20	Cc1ccc(NC(=O)CN(c2ccc(Cl)cc2)S(=O)(=O)c2cc([N+](=O)[O-])ccc2Cl)cc1	2	-8%	-3%	-1%	-30%	-78%
21	Cc1cccc(S(=O)(=O)Nc2nc3ccccc3nc2NCc2ccco2)c1	2	1%	7%	-1%	-46%[inhibitor]	-30%
22	Cc1sc2ncnc(N3CCC(C(=O)Nc4ccc(Br)cc4Br)CC3)c2c1C	-2	-3%	-9%	0%	-6%	-39%
23	COc1ccc(N=C2SC(CC(=O)Nc3ccc(F)cc3)C(=O)N2Cc2ccco2)cc1 (stereo not given)	?	-1%	?	-2%	11%	-71%
24	O=C(NC1CCC1)C1CCC(=O)N(Cc2cccc(F)c2)C1 (stereo not given)	-1	6%	-1%	-4%	-11%	0%

item	uPA generation	USP2a block	ELG1 genotoxic	B2AR arrestin	Eya2 phos inh
13	8.9µM*	-21%	4%	0.0%	10%
14	8%	0%	-5%	-0.7%	-23%
15	9%	3%	2%	-0.3%	4%
16	4%	-5%	1%	-0.5%	-4%
17	1%	6%	1%	-0.1%	0%
18	18%	8%	1%	0.7%	-2%
19	-2%	1%	-8%	-1.0%	3%
20	-8%	0%	-6%	0.0%	3%
21	-6%	-1%	-9%	-0.3%	-14%
22	5%	1%	-10%	0.3%	-6%
23	3%	-9%	1%	-0.1%	3%
24	11%	1%	3%	-0.5%	2%

# Looked up by structure from the list above, 2 records:
item	mol	TRPV1 agonist	p53 reactivation	ASM inhibitor	PTAP TSG101 blk	Integrin act MD	BRCA1 expr up
15	O=C(NNC(=S)NC(=O)c1ccccc1[N+](=O)[O-])c1ccccc1[N+](=O)[O-]	-1	-1%	5%	-8%	18%	21%
19	Cc1ccc2c(c1)N(CC(=O)N1CCCCC1)C(=O)C(C)O2 (stereo not given)	0	1%	-2%	0%	5%	5%

item	uPA generation	USP2a block	ELG1 genotoxic	B2AR arrestin	Eya2 phos inh
15	9%	3%	2%	-0.3%	4%
19	-2%	1%	-8%	-1.0%	3%

# Part of the list above, showing only PTAP TSG101 blk, Eya2 phos inh and USP2a block:
no. | SMILES | PTAP TSG101 blk | Eya2 phos inh | USP2a block
15 | O=C(NNC(=S)NC(=O)c1ccccc1[N+](=O)[O-])c1ccccc1[N+](=O)[O-] | -8% | 4% | 3%
16 | CCc1cccc(C)c1NC(=O)COC(=O)CNS(=O)(=O)/C=C/c1ccccc1 | -7% | -4% | -5%
17 | CCc1ccc(NC(=O)CN2C(=O)CC(C)S(=O)(=O)c3ccccc32)cc1 (stereo not given) | -4% | 0% | 6%

# New compounds follow.
item	mol	TRPV1 agonist	p53 reactivation	ASM inhibitor	PTAP TSG101 blk	Integrin act MD	BRCA1 expr up
25	COc1cc2c(C#CCCCO)c(-c3ccsc3)oc(=O)c2cc1OC	/	-2%	31%	0%	-6%	-2%
26	CCCCCn1c(=O)[nH]c2cc(C(=O)NCCCN3CCCCC3C)ccc2c1=O (stereo not given)	2	7%	136%[activator]	-2%	-45%[inhibitor]	-30%
27	CCOC(=O)/C(=C\c1cccnc1)C(=O)c1cc(C(C)=O)c(Nc2ccccc2)s1	8	-15%	-12%	-2%	-42%[inhibitor]	-100%[inhibitor]
28	O=C(CO/N=C/c1ccc(OC(F)F)cc1)NCc1cccs1	-1	-8%	-4%	0%	-23%	-13%
29	O=C(COC(=O)c1sc2cc(Cl)ccc2c1Cl)Nc1ncc(Cl)cc1Cl	1	6%	/	/	/	/
30	Cc1nn(C)c(C)c1NC(=O)CSc1nc(-c2ccccc2Cl)nc2c1cnn2-c1ccccc1	-3	-1%	-7%	-1%	10%	-23%
31	CCOc1ccc2nc(NC(=O)CSc3nc4c(c(=O)n(C)c(=O)n4C)n3C(C)C)sc2c1	-2	-12%	-3%	-2%	-28%	-66%
32	Cc1cc(NC(=O)C(C)SCC(=O)Nc2cccc(S(=O)(=O)N3CCCCCC3)c2)no1 (stereo not given)	/	/	1%	0%	-46%[inhibitor]	-48%
33	CNC(=O)CCn1nc(-c2ccccc2)c2ccccc2c1=O	-1	-5%	4%	-7%	6%	5%
34	Cc1cccc(NC(=O)CCNC(=O)c2ccccc2)c1	1	-6%	-2%	-6%	4%	-5%
35	CCOc1ccccc1N1CCN(C(=O)CNC(=O)c2sc3ccccc3c2Cl)CC1	-4	-3%	-16%	0%	5%	-36%

item	uPA generation	USP2a block	ELG1 genotoxic	B2AR arrestin	Eya2 phos inh
25	-19%	-2%	5%	-0.3%	-18%
26	-4%	0%	2%	-0.6%	5%
27	6%	2%	-33%[inhibitor]	0.0%	12%
28	7%	1%	-1%	0.0%	-2%
29	/	1%	10%	0.1%	25%
30	-4%	-2%	-1%	0.2%	17%
31	-11%	-1%	-12%	-0.2%	-16%
32	-17%	/	/	/	/
33	6%	1%	-2%	0.1%	-5%
34	8%	1%	0%	-0.9%	-15%
35	-4%	1%	-21%	-1.0%	-11%
